Screening results as filed in PubChem BioAssay.
TNF necrop inh = blocks TNF-alpha induced death of Jurkat FADD-/- cells. Jurkat FADD-/- TNF necroptosis rescue, ATP luminescence, 24 h; 0 = TNF only, 100 = no-TNF cells. activation (protection from cell death), % at 10 µM. 220,000 tested, 0.068% active. AID 463075;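 active = activation, meaning protection from cell death, of at least 50% relative to plate controls; inactive = activation below 50%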;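 note: necroptosis triggered by 40 ng/mL TNF-alpha added together with compound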
p47phox inh = blocks human p47phox regulatory protein of NADPH oxidases; 220,000 tested, 0.53% active; inhibition, % at 24.7 µM; AID 1274; P14598; p47phox/p22phox peptide binding, fluorescence polarization, 2 h;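 active = inhibition above about 30%, limit read from the data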;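 note: 0% = p47phox with labelled peptide and 100% = labelled peptide alone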
EBV gp42 inh = inhibitors of Epstein-Barr virus glycoprotein 42; Q1HVG2; Fluorescence polarization binding assay, mP read-out; inhibition, % (tested at 21.74 µM); 220,000 tested, 0.42% active; AID 1085; in the data active = inhibition above about 50%
Target sequence (Q1HVG2 whole entry, looked up): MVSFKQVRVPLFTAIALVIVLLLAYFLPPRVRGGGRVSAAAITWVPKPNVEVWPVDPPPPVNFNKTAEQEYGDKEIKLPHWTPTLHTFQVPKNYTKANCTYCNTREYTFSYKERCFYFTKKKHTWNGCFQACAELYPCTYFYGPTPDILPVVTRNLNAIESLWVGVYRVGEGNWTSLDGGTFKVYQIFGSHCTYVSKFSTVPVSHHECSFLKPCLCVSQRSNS
PPC-1+TRAIL kill = kills PPC-1 cancer cells in the presence of TRAIL | PPC-1 cells + TRAIL, ATPLite viability luminescence | cell killing (% activity), % at 4 µM | 220,000 tested, 0.41% active | AID 1443;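 active = cell killing above 50% in the first pass at 4 µM, then a duplicate retest at 5 µM averaging 50% or more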;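 note: plate controls were cells with TRAIL plus DMSO for no effect and medium-only wells lacking cells for full effect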
Mdm2 ligase inh = blocks human Mdm2 ubiquitin ligase activity; Q00987; cell-based MDM2 ubiquitination luciferase reporter, 2 h; 0 = plate control, 100 = twice control, blank-subtracted; signal enhancement, % at 5 µM; 210,000 tested, 0.11% active; AID 1230;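 active = signal enhancement of 30% or more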;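 note: luminescence tracks abundance of the self-degrading MDM2-luciferase fusion protein; higher signal means inhibition of MDM2 E3 ligase activity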
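Material: Stable MDM2–luciferase fusion reporter cells | Amount: 2000 cells seeded into each well | Dosing: One concentration, 5 µM, with 0.2% DMSO | Incubation: 4 h cell settling then 2 h compound exposure, 37 °C | Measured by: Luciferase luminescence | Read-out basis: % enhancement relative to plate controls after blank subtraction | Benchmarks: Control and blank well means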
Runt-SMMHC FRET = Runt domain-CBFb-SMMHC interaction inhibition; Cerulean-Runt/Venus-CBFb-SMMHC FRET ratio 530/480, 1 h; inhibition, % at 20 µM; 220,000 tested, 0.74% active;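 active = mean inhibition across duplicate retests at 20 µM reaching about 50%, limit read from the data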;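 note: 0% = DMSO wells and 100% = wells with excess untagged CBFb-SMMHC; inhibitors lower the FRET ratio by blocking Runt binding to CBFb-SMMHC; some results filed as inactive read as strong as hits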
Target sequence (Q01196 whole entry, looked up, the tested form may be a part): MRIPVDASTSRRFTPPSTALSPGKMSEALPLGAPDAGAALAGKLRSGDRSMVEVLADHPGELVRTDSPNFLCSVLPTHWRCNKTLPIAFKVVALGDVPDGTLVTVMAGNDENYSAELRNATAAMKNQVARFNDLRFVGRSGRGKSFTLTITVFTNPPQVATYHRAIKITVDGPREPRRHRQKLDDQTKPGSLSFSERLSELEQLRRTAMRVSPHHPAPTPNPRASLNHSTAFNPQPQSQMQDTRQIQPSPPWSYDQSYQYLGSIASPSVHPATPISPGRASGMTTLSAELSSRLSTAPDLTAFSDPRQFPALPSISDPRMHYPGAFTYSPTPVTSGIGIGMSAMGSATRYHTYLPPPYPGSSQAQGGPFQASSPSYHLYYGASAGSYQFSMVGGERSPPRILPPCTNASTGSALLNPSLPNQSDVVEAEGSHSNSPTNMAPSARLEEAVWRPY
Target sequence (Q13951 whole entry, looked up, the tested form may be a part): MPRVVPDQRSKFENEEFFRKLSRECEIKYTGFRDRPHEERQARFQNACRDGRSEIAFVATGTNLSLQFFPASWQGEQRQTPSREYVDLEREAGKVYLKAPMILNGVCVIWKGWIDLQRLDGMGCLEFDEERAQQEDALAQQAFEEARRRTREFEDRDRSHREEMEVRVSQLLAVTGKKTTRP
TRPML3 ag = agonists of human TRPML3 channel; HEK293 TRPML3-YFP, Fluo-8 calcium fluorescence; 100% = the carbachol control signal; activation, % at 3 µM; 220,000 tested, 0.29% active;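 active = activation above its plate's cutoff, the mean activation of the plate's test wells plus 3 SD, cut at about 12% in these data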;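 note: 0% = DMSO only wells and 100% = carbachol wells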
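Test system: TRPML3-YFP stable HEK293 cells. Doses: single point at 3 µM. Incubation: dye loading 1 h 37 °C then 30 min ambient, 125 s read. Signal: Fluo-8 calcium dye fluorescence, ex 470-495, em 515-575 nm. Measure: percent activation from peak-to-basal fluorescence ratio, scaled between DMSO and carbachol.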
CHOP inh = CHOP inhibition in unfolded protein response; CHO-K1 CHOP-promoter luciferase, tunicamycin-induced, 15-18 h; inhibition, % at 10 µM; 220,000 tested, 3.8% active; AID 2732;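 active = compounds that reduced the stress-induced luciferase reporter signal by more than about 70% of percent inhibition, limit read from the data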;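 note: 0% = tunicamycin plus vehicle and 100% = wells without tunicamycin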
TRPN1 ag = agonists of zebrafish TRPN1 channel | HEK293 zebrafish TRPN1-YFP, Fluo-8 calcium fluorescence; 100% = response to 87 µM carbachol | activation, % at 3 µM | 220,000 tested, 0.18% active | AID 1424;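 active = activation above its plate's cutoff, the mean activation of test wells on that plate plus 3 SD, cut at about 19% in these data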;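 note: 0% = DMSO alone and 100% = 87 µM carbachol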
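Material – zebrafish TRPN1-YFP in HEK293 cells · Doses – 3 µM single point · Schedule – dye 1 h 37 °C plus 30 min RT · Signal – Fluo-8 calcium fluorescence, excitation 470-495 nm, emission 515-575 nm · Read-out – % activation versus carbachol response · Control set – carbachol high, DMSO low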
Active calls of the source: *; / = not tested or not shown; & = joins results of further samples; [ ] = another dose, or the depositor's remark.

smiles	EBV gp42 inh	TNF necrop inh	CHOP inh	Runt-SMMHC FRET	PPC-1+TRAIL kill	p47phox inh	TRPN1 ag	Mdm2 ligase inh	TRPML3 ag
O=S(=O)(c1cnc[nH]1)N1CCc2ccccc21	-98	-0.4	-4	4	34	-262	2.4	-15	0.9
COc1ccc(N2CCN(C(=S)NCc3ccccc3)CC2)cc1	-11	-0.2	27	-1	6	-13	1.8	-21	0.8
CCOC(=O)c1ccc(NC(=O)N2CCN(C3CCCCC3)CC2)cc1	-8	2.6	18	-2	26	-6	-0.1	-5	0.0
COCC(=O)N(Cc1ccco1)c1nnc(C2CCOC2)s1 (centres undefined)	12	1.5	36	-2	7	-10	0.7	-17	0.5
COc1ccc2cc(-c3cc(C(=O)O)c4ccccc4n3)ccc2c1	-22	-7.3	-5	-6	96*[5 µM]	-2	0.7	-95	0.2
Cc1ccc(-c2cc(C(F)F)n3ncc(C(=O)Nc4ccc(S(=O)(=O)Nc5ccccc5C)cc4)c3n2)cc1	-15	-8.1	7	-12	19	-7	-0.4	-16	0.6
c1ccc(-n2ncc3c(NCc4ccccn4)ncnc32)cc1	-14	-1.1	-10	0	11	-7	0.0	-7	0.3
Cc1oc(C)c2c(=O)ccc3c(c12)OC(N)=C(C#N)C3c1ccccc1 (centres undefined)	-14	-6.3	13	-1	-5	-41	1.4	5	0.7
O=c1[nH]c2ccc(S(=O)(=O)N3CCN(c4ccccc4F)CC3)cc2s1	-6	0.8	42	1	27	-15	3.2	-1	2.8
CCOC(=O)C1=C(C)N(c2ccc(Cl)cc2)C(=O)NC1c1cccc([N+](=O)[O-])c1 (centres undefined)	-4	2.2	43	1	-10	-15	-1.1	-6	0.8
C#CCN(C)Cc1ccccc1	-6	0.2	2&-12	-1	26	0	0.5	/	1.1
O=C(Nc1ccc(F)cc1F)N1CCCN(c2ccc(C(F)(F)F)cn2)CC1	2	-7.0	4	-1	8	20	8.1	-13	3.4
CC(C)N1C(=O)CCC1C(=O)N1CCN(c2ccc(F)cc2)CC1 (centres undefined)	-16	0.8	0	0	-18	-7	3.2	-13	1.4
CC(=O)NNC(=S)NC(=O)c1ccccc1	-1	-0.8	11	2	-1	4	0.8	-23	-0.4
CCOC(=O)c1ccc(S(=O)(=O)NCC(C)(C)N2CCOCC2)cc1	-8	0.9	19	-1	20	2	0.4	-18	1.2
O=C(COc1ccc(Cl)cc1)NCCc1ccccn1	3	-1.1	8	0	6	-5	0.7	-5	0.4
CCOC(=O)N1CCN(C(=O)CN(c2cc(C(F)(F)F)ccc2Cl)S(C)(=O)=O)CC1	-3	-3.1	-30	2	3	-8	0.0	-13	1.0
CCCOC(=O)Nc1ccc(N2CCCCC2)cc1	-21	1.7	5	-4	38	-5	-2.5	-36	0.5
CC(C)C(C)(C#N)NC(=O)CSc1nc2scc(-c3ccco3)c2c(=O)n1-c1ccccc1 (centres undefined)	-29	-0.9	28	-5	9	-48	-0.5	-17	0.0
N#CCCN(Cc1cccnc1)C(=O)c1ccc(S(=O)(=O)N2CCOCC2)cc1	-7	-1.0	-8	1	10	-1	0.8	-3	1.0
O=C(NC1=NCCS1)c1ccc(N2CCCC2=O)cc1	-6	0.7	3	3	-12	-2	1.4	-21	0.6
COc1ccc(N=Nc2c(N)n[nH]c2N)cc1	-11	-1.2	-6	-2	12	-9	-1.1	-13	-0.5
Cc1cc(C)n(C2CC(=O)N(c3cccc(Cl)c3)C2=O)n1 (centres undefined)	-13	1.0	-5	3	6	-7	0.8	1	0.0
O=C(Cn1nc(-c2ccc(Cl)cc2)ccc1=O)NCCN1CCOCC1	-10	-0.7	31	-1	-17	-21	0.3	-5	0.5
O=[N+]([O-])c1ccccc1CSc1ccccn1	-12	-0.6	-5	-2	-10	-3	-2.0	-10	-0.6
CCN(CC)CCN1C(=O)C(=O)/C(=C(/O)c2ccc(C)cc2)C1c1cccnc1 (centres undefined)	-11	3.1	3	-1	-11	-3	1.9	/	0.9
Oc1ccccc1Nc1nc(NCc2ccccc2)c2ccccc2n1	15	-2.4	57	-6	7	-14	-1.3	-2	0.4
COc1ccccc1/C=C/C(=O)OC(C)CN1CCOCC1 (centres undefined)	-6	-2.8	10	4	27	-10	0.1	-12	0.1
COC(=O)Cc1cc(=O)n2[nH]c(C)cc2n1	-15	1.6	2	2	8	-16	1.3	-6	0.9
CCOC(=O)Cc1cc(=O)[nH]c(/N=C(\N)Nc2ccc(C)c(C)c2)n1	-2	0.7	-6	-1	-20	-1	0.0	-11	2.4

The last three compounds of the part above come first, to join the parts:
smiles	EBV gp42 inh	TNF necrop inh	CHOP inh	Runt-SMMHC FRET	PPC-1+TRAIL kill	p47phox inh	TRPN1 ag	Mdm2 ligase inh	TRPML3 ag
COc1ccccc1/C=C/C(=O)OC(C)CN1CCOCC1 (centres undefined)	-6	-2.8	10	4	27	-10	0.1	-12	0.1
COC(=O)Cc1cc(=O)n2[nH]c(C)cc2n1	-15	1.6	2	2	8	-16	1.3	-6	0.9
CCOC(=O)Cc1cc(=O)[nH]c(/N=C(\N)Nc2ccc(C)c(C)c2)n1	-2	0.7	-6	-1	-20	-1	0.0	-11	2.4
O=C1c2sc3nc4n(c(=O)c3c2CCC1Br)CCCCC4 (centres undefined)	2	-24	13	52	9	5	0.5	-13	0.0
COc1ccc(C(c2nnnn2C2CCCCC2)N2CCN(c3ccccc3)CC2)cc1 (centres undefined)	/	-3.2	/	-4	26	/	-2.2	/	0.3
COc1ccc(Cl)cc1-n1c(C)ccc1C	-4	0.3	37	4	4	-15	1.9	3	0.1
CC(C)Oc1cccc(-c2cc(C(=O)N3CCN(S(C)(=O)=O)CC3)c3ccccc3n2)c1	4	-4.1	57	-3	12	-2	1.7	-24	-0.2
COc1cccc(CNC(=O)CCC2CCCN(Cc3cc(Cl)ccc3O)C2)c1 (centres undefined)	-9	4.1	-8	3	1	-6	-0.3	-8	0.8
CC(CCc1ccccc1)NC(=O)c1ccncc1 (centres undefined)	-12	-0.8	26	3	10	-6	-0.3	-17	0.5
O=[N+]([O-])c1ccc(-c2nc(-c3cccs3)c(-c3cccs3)[nH]2)cc1	-23	-9.2	92*	-40	19	-49	3.4	-7	1.4
COCCn1nnnc1C(c1ccc(OC)c(OC)c1)N1CCN(c2nc3ccccc3s2)CC1 (centres undefined)	/	-1.4	/	2	71*	/	0.8	/	1.5
Cc1ccc2nsnc2c1NC(=O)c1sc2ccccc2c1Cl	-10	1.3	-8	-6	7	-9	0.2	6	0.8
CCc1ccc(C(=O)COC(=O)c2cccs2)cc1	-13	0.7	25	0	11	-5	0.4	-70	-0.7
CC(C)Oc1ccccc1/C=N/NC(=O)c1ccccc1Cl	-7	1.3	8	-2	7	-6	-0.7	/	0.0
CC(=O)NC(CC(=O)O)c1ccc([N+](=O)[O-])cc1 (centres undefined)	-13	-2.2	-2	-1	7	1	2.1	-9	0.6
O=C(O)/C=C/c1ccc2c(c1)OCCO2	-18	0.5	-24	-4	6	5	1.7	/	0.7
CCOC(=O)C1(CCc2ccccc2)CCN(C(=O)C2CCOCC2)CC1	-6	0.2	36	1	-20	-5	-0.8	-8	0.6
CCNS(=O)(=O)c1ccc(NC(=O)Cc2ccc(F)cc2)cc1	-16	1.9	22	3	17	-7	1.7	-6	2.5
COc1ccc(Cn2c(O)c(C=Nc3ccccc3C(=O)O)c3ccccc3c2=O)cc1	5	-7.4	-8	3	5	-36	-0.1	-8	0.0
CCOC(=O)N1CCN(c2c(N3CCN(c4ccc(OC)cc4)CC3)c(=O)c2=O)CC1	-17	0.6	-13	4	4	-19	0.0	-6	0.1
CSc1ccccc1C(=O)Nc1ccc2c(c1)OCCO2	-7	-1.0	-1	0	5	-13	-0.6	-3	-0.7
COc1cc2c(cc1OC)C1(CCCC1)CNC2C (centres undefined)	-21	0.8	11	2	19	-5	-1.3	/	0.8
COc1cc2c(cc1OC)CN(C(=O)c1ccc(S(=O)(=O)N3CCCCCC3)cc1)CC2	-12	1.9	0	2	12	-1	-1.2	-12	0.2
CCn1c(SCC(=O)O)nc2ccccc21	-5	0.2	-17	-1	15	-3	0.9	-3	0.0
Cc1nn(-c2ccccc2)nc1CNC(=O)c1ncoc1-c1ccccc1	0	-0.8	20	2	-10	-8	3.7	-1	2.5

Quoted from the results shown (two entries):
smiles	EBV gp42 inh	TNF necrop inh	CHOP inh	Runt-SMMHC FRET	PPC-1+TRAIL kill	p47phox inh	TRPN1 ag	Mdm2 ligase inh	TRPML3 ag
CCn1c(SCC(=O)O)nc2ccccc21	-5	0.2	-17	-1	15	-3	0.9	-3	0.0
Cc1nn(-c2ccccc2)nc1CNC(=O)c1ncoc1-c1ccccc1	0	-0.8	20	2	-10	-8	3.7	-1	2.5
